# hgDAF-12 ag: activates the H. glycines DAF-12 receptor ligand-binding domain; HEK293 GAL4-hgDAF12 UAS-luciferase reporter, agonist luminescence; normalized to butyrate control; activation, % at 6.8 µM; 370,000 tested, 1.8% active; AID 687014;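 active = activation above a cutoff set at the mean of all screened compounds plus 3 SD, cut at about 10% in these data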;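 note: 0% = DMSO wells and 100% = sodium butyrate wells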
# DAX1 inh-1: blocks DAX1 repression of SF-1 activated StAR promoter; HEK293T StAR-luciferase reporter, SF-1/DAX-1 repression relief; inhibition, % at 6.8 µM; 370,000 tested, 1.1% active; AID 652010;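 active = inhibition above the mean over all tested compounds plus 3 SD, cut at about 3.6% in these data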;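 note: 0% = DAX-1 cells with DMSO and 100% = cells lacking DAX-1 with DMSO; higher inhibition means more luminescence from relief of DAX-1 repression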
# KLK7 zymogen act: activates the human kallikrein-7 zymogen | purified proKLK7, EDANS-DABCYL substrate fluorescence; 100% is mature enzyme control, 0% vehicle | P49862 | activation, % at 7 µM | AID 652039 | 370,000 tested, 0.9% active;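 active = activation above the mean of all tested compounds plus 3 SD, computed per campaign excluding outliers beyond control limits, cut at about 13% in these data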
# Target sequence (P49862 whole entry, looked up): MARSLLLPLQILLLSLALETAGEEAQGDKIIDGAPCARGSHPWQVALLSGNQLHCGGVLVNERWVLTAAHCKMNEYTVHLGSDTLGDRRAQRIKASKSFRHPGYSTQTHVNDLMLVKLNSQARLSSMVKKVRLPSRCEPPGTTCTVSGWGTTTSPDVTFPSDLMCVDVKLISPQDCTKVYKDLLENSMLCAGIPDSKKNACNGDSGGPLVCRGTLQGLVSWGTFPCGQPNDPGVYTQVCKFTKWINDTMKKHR
# hcDAF-12 act: H. contortus DAF-12 activation, primary screen; HEK293 hcDAF-12 lit1-tk-luc reporter, luminescence; 0% DMSO, 100% Δ7-dafachronic acid; activation, % at 6.8 µM; 370,000 tested, 1.4% active;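 active = activation above the mean of all tested compounds plus 3 SD, cut at about 5.5% in these data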;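 note: 100% = response to 3 µM Δ7-dafachronic acid high control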
# DAX1 inh-2: inhibits human nuclear receptor DAX1; HEK293 Gal4-DAX1 luciferase reporter, luminescence; inhibition, % at 6.75 µM; 340,000 tested, 0.99% active; AID 504766;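 active = inhibition above the mean over all tested compounds plus 3 SD, cut at about 4.2% in these data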;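 note: 0% = DAX1-transfected cells with DMSO and 100% = empty-vector control cells with DMSO; inhibition shows as a rise in luminescence from relieved DAX1 repression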
# Target sequence (P51843 207-470 limits assumed): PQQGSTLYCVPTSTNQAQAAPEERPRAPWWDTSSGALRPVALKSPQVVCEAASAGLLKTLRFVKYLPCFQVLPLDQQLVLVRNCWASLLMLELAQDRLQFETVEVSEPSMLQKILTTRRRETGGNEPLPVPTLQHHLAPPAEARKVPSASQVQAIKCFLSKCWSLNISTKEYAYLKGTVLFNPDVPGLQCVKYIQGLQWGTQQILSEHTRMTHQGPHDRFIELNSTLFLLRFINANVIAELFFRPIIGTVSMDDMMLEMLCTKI
# GC-A act: GC-A (human) enzyme activation; AID 1671463; 370,000 tested, 0.14% active; activation, % at 10 µM; HEK293 GC-A cells, cGMP TR-FRET, EC30 ANP; 0% at EC30 ANP, 100% saturating ANP; P16066; in the data active = activation above about 40%
# ssDAF12 agonist: S. stercoralis DAF-12 activation, primary screen. HEK293 ssDAF-12/GRIP1 lit1-tk-luc reporter, luminescence; % of 3 µM dafachronic acid response. activation, % at 6.8 µM. 370,000 tested, 1% active. AID 652126;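 active = activation above the mean over all tested compounds plus 3 SD, cut at about 0.9% in these data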;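 note: 0% = DMSO-only wells and 100% = 3 µM delta7-dafachronic acid wells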
# SMARCA2 act: activators of SMARCA2 function; MG213 cells, MMTV-luciferase reporter, dexamethasone, overnight; activation, % at 9.1 µM; 370,000 tested, 1% active; AID 652017; in the data active = activation above about 7.8%;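 note: 0% = vehicle wells and 100% = reference activator wells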
# sPLA2-III inh: Blocks human group III sPLA2 activity | Q9NZ20 | QFRET BODIPY PC-A2 liposome hydrolysis, fluorescence | inhibition, % at 12.2 µM | 370,000 tested, 0.56% active | AID 743126;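 active = inhibition above mean plus 3 SD of compounds lying within the high and low control bounds, cut at about 19% in these data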;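 note: 0% = median of test compound wells and 100% = no enzyme DMSO wells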
# Target sequence (Q9NZ20 whole entry, looked up): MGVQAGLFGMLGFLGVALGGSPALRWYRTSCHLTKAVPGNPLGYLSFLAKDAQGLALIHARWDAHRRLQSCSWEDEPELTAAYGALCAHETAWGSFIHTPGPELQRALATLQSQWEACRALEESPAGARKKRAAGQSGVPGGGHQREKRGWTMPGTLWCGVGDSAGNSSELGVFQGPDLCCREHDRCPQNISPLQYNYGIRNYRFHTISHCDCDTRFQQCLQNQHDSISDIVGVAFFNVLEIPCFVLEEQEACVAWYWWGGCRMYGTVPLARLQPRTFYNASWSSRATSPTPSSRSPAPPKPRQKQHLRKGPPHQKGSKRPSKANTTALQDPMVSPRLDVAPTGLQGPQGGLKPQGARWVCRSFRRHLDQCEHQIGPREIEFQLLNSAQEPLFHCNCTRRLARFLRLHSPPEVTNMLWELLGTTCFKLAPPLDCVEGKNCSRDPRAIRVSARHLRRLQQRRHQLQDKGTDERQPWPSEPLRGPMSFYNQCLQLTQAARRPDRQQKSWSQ
# NPR2 activator: GC-B (human) receptor activation; P20594; activation, % at 10 µM; 370,000 tested, 0.11% active; AID 1920062; HEK293-GC-B cells, CNP EC30, cGMP TR-FRET; 0% at EC30 CNP, 100% saturating CNP;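 active = activation at 10 µM reaching about 35% in either raw or pattern-adjusted values, limit read from the data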
# FXN GAA850 act: increases GAA850 frataxin promoter reporter activity; HEK293 lucGAA850 FXN promoter luciferase reporter, 24 h; percent of 10 µM SAHA response; activation, % at 6 µM; 360,000 tested, 0.56% active; AID 540364;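 active = activation above the average of all compounds screened plus 3 SD, cutoff fixed separately per campaign, cut at about 7.5% in these data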;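 note: 0% = DMSO wells and 100% = 10 µM SAHA wells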
# Active calls of the source: *; . = not tested or not shown.
SMILES,ssDAF12 agonist,GC-A act,FXN GAA850 act,hcDAF-12 act,DAX1 inh-2,DAX1 inh-1,sPLA2-III inh,KLK7 zymogen act,SMARCA2 act,hgDAF-12 ag,NPR2 activator
Cc1ccc(C(=O)N/C(=C\c2ccc(-c3cc(Cl)ccc3Cl)o2)C(=O)NCc2cccnc2)cc1,-1.2,-2,-3.2,-0.1,0.3,-0.7,3,-2.8,0,1.4,-2
O=C(Nc1ccn(CCCNCc2ccc3c(c2)OCO3)c(=O)n1)OCc1ccccc1,-1.7,1,-1.5,-2.1,-0.8,0.3,-6,-0.4,-1,-0.7,-8
C=CCSC1=N/C(=C\c2cc(OCC)c(OC(C)=O)c([N+](=O)[O-])c2)C(=O)S1,-0.3,8,1.1,0.2,3.6,0.2,0,0.4,-3,-1.5,-1
O=C(Nc1ccc(Br)cc1F)c1nc[nH]c1C(=O)N1CCc2ccccc2C1,-0.2,3,-1.2,-1.0,1.9,-0.2,2,-0.3,-2,9.1,-3
CC(=O)Nc1ccc(Nc2ncnc3c2nnn3Cc2ccccc2Cl)cc1,-1.0,1,2.8,-0.3,-1.6,0.3,-4,1.0,-2,-1.2,-5
CC[n+]1c(/C=C/c2c[nH]c3ccccc23)ccc2cc(C)ccc21,-2.4,-50,.,-4.5,.,-3.4,-94,0.3,-8,-5.7,-34
CC(=O)Cc1nsc(NC(=O)c2ccco2)n1,-1.3,3,-1.1,-0.7,1.3,0.0,2,0.0,-4,-1.8,0
Cc1nn2c(=O)[nH]cnc2c1Cl,-0.7,4,0.5,-1.2,1.2,-1.7,8,0.6,-1,-0.6,-4
COc1ccc(C2C(C(=O)N3CCC(C)CC3)CC(=O)N2c2ccc(OC)cc2)cc1 (stereo not given),-1.4,-5,.,-1.7,.,-0.9,3,0.2,-3,-0.2,1
Cc1ccc(NC(=O)CC2C(=O)OCC3CCCCN32)cc1Cl (stereo not given),-1.2,2,1.1,-0.7,0.7,-0.3,5,-0.1,1,-1.3,-8
COC(=O)c1ccc(NS(=O)(=O)c2cc(-c3cc(C)no3)ccc2OC)cc1,-0.9,-2,-5.4,-0.3,-0.1,-0.4,-7,-0.3,2,-0.9,-1
COc1nc(C)cc(C)c1S(=O)(=O)c1ccc(Cl)cc1,-1.1,-4,0.5,1.7,-0.1,-0.2,-5,-0.1,5,0.3,0
O=C(Nc1ccc2c(c1)OCO2)C1CCCCN1S(=O)(=O)c1ccccc1 (stereo not given),-1.2,1,1.0,-0.7,-0.1,0.4,-2,-0.1,0,-0.6,-1
C[C@H](NC(=O)C1CCN(S(=O)(=O)c2ccccc2)CC1)C(=O)NCc1ccco1,-0.8,7,5.4,1.3,1.0,-0.1,0,0.0,1,1.6,-4
Cc1sc2ncnc(SCC(=O)c3cccs3)c2c1C,-1.3,4,5.1,0.4,1.4,1.3,-18,-0.2,3,1.9,0
O=C(COc1cccc2c1CCN(Cc1ccccc1)C2=O)NCc1ccco1,-1.3,0,1.6,-1.2,0.0,-0.6,-4,-0.3,-1,-1.1,-3
Cc1ccc(NC(=O)C2CCN(S(=O)(=O)c3ccc(C(C)(C)C)cc3)CC2)cc1S(=O)(=O)N1CCOCC1,-1.6,-4,-1.3,-2.1,-1.4,0.1,-10,0.0,8.4*,-2.5,4
COc1cccc(-c2nc(C=O)cs2)c1,-1.0,-7,1.9,0.5,-0.1,-0.2,12,-0.1,-1,1.3,-9
COc1cccc2cc(/C(C)=N/Nc3nc(-c4cc(C)ccc4C)cs3)c(=O)oc12,-2.0,-2,-0.2,-2.2,-1.3,-0.1,11,-0.7,0,0.1,4
CCOC(=O)C1CCCN(S(=O)(=O)c2cc3c4c(c2)CCN4C(=O)CC3)C1 (stereo not given),-1.5,-2,-0.1,-1.1,0.0,-2.2,18,0.1,-4,-1.8,4
CC(NC(=O)CCCc1nnc2n(C)c(=O)c3sccc3n12)c1ccccc1 (stereo not given),-1.3,-2,2.8,-1.7,0.7,1.0,13,0.2,1,0.4,-3
CCCSc1nnc(CNS(=O)(=O)c2ccc(C)cc2)n1C,-1.1,0,0.6,-1.9,0.8,1.4,0,-0.4,-1,0.7,-2
O=C(c1cc([N+](=O)[O-])cc([N+](=O)[O-])c1)N1CCCc2ccccc21,-0.5,-1,0.9,-1.5,-0.1,-0.5,-6,-0.1,0,-2.6,-1
O=C(Cc1c(Cl)cccc1Cl)Nc1ccncc1,-0.7,7,-0.4,-0.3,-0.2,-5.3,7,0.1,-2,-1.2,0
COc1nc2ccccc2c(=O)n1OCC(C)C,-0.6,-9,0.8,-1.7,1.8,-0.1,9,-0.2,0,1.7,1
Oc1ccc(C[C@@H]2CNC(=S)N2CCc2cc(C(F)(F)F)cc(C(F)(F)F)c2)cc1,-1.3,0,1.1,-1.1,0.0,-0.3,-9,0.1,-1,1.4,-2
COc1ccc(-c2coc3cc(O)ccc3c2=O)cc1OC,-0.5,4,3.7,-0.3,1.5,0.6,4,-16,5,8.6,-1
Cn1c(SCC(=O)Nc2nccs2)nnc1-c1ccco1,-1.2,1,-0.4,-0.7,0.5,-0.5,3,0.8,1,4.9,-5
O=C(O)c1[nH]c2ccccc2c1C(c1ccccc1)c1c(C(=O)O)[nH]c2ccccc12,-0.8,-2,-0.9,3.2,0.0,0.6,-127,-0.1,-1,4.3,-2
O=C(Cn1c(=O)oc2cc(S(=O)(=O)N3CCCC3)ccc21)N1CCN(C2CCCCC2)CC1,-1.0,2,-1.0,-0.6,1.1,1.2,1,-0.3,1,-0.6,4
CC1=C(c2ccc(C)cc2)S(=O)(=O)N(CC(=O)O)C1=O,-1.2,-1,1.9,0.3,-0.2,-0.6,5,0.8,-3,-0.5,-1
CCCCN(C(=O)C1CCC1)c1c(N)n(CC(C)C)c(=O)[nH]c1=O,-0.7,2,1.4,0.1,-0.2,0.2,5,0.2,1,-0.3,-3
Cc1ccc(C(=O)Nc2sc(C)c(-c3ccccc3)c2C(N)=O)cc1[N+](=O)[O-],-2.6,-5,-11,-5.5,-0.2,-2.7,0,0.5,-6,-11,-1
CSCCC(NC(=O)c1ccc(Cl)cc1)C(=O)OCC(=O)Nc1cc(Cl)ccc1C (stereo not given),-0.9,-3,0.0,1.7,-0.3,0.7,-3,-0.2,-2,1.0,-3
CC(=O)c1c(C)[nH]c(C(=O)Nc2ccccc2N2CCOCC2)c1C,-1.6,8,0.7,-0.2,0.5,-0.5,-3,-0.1,-1,1.7,8
COc1cc(OC)cc(C(=O)Nc2cc(C)on2)c1,-1.4,-2,1.3,0.5,0.2,-0.3,-1,0.3,-1,0.8,8
O=C(CN1C(=O)NC2(CCCC2)C1=O)c1ccc(Cl)s1,-1.3,4,2.4,3.7,0.0,2.5,8,0.0,-1,-2.3,0
Cc1ccc(N(CCC#N)C(=O)CSc2ccc3c(c2)OCCO3)cc1,-1.4,-6,0.6,-1.9,-0.2,-0.5,-1,0.6,-1,0.5,-10
CN1CCN(NC(=O)c2cc(-c3cccc(Cl)c3)nc3ccccc23)CC1,-2.0,-3,1.5,-0.2,-0.3,1.7,2,0.2,-4,0.4,-2
CCCC(=O)c1ccc(-c2ccccc2)cc1,-1.5,-4,2.8,-1.0,0.1,-0.5,7,0.9,3,1.6,-1
Nc1n[nH]c2ccccc12,0.7,-1,0.7,4.8,-0.5,-0.3,8,-0.2,-4,4.4,4
CC(C)C[C@H](NC(=O)c1[nH]cnc1C(=O)N[C@H](C)c1ccccc1)C(=O)OC(C)(C)C,-0.9,-1,-1.9,-2.9,-0.6,-0.6,-13,1.6,-1,-1.6,5
COc1cc(C(CCN2CCN(c3ccccc3)CC2)c2c(OC)cc(OC)c3ccc(=O)oc23)cc(OC)c1OC (stereo not given),-1.0,-6,-0.3,-2.4,0.4,-0.4,-7,0.2,1,-2.0,-5
C#Cc1ccc([C@H]2C=C(C(=O)OCC=C)O[C@@H](OCc3ccc(CO)cc3)C2)cc1,-1.5,-3,0.8,-0.7,-0.1,-0.3,6,0.1,-1,1.9,2
Cc1ccc(-c2nnn(CC(=O)N3C(C)CCCC3C)n2)cc1 (stereo not given),-1.4,2,2.3,-0.3,0.2,0.0,12,-0.2,-4,-0.8,-3
COc1c(Cl)cc(Cl)cc1C(=O)Nc1ccccc1N1CCN(C(C)=O)CC1,-1.2,0,1.2,-0.6,0.7,0.2,11,0.0,-1,-3.3,6
O=C(COC(=O)CCC(=O)N1CCOCC1)Nc1ccc(Br)cc1Br,-0.9,3,3.4,-0.1,-0.4,-0.5,-1,-0.1,-2,-0.1,-5
CCOc1cc(NC(=S)Nc2cccc(OC)c2)c(OCC)cc1NC(=O)c1ccc(C)cc1,-1.4,3,-1.8,-0.7,-1.6,-0.8,2,-0.3,3,1.3,8
C=C1CCC[C@]2(C)C[C@H]3OC(=O)C(CN4CCOCC4)[C@H]3C[C@@H]12 (stereo not given in full),-1.5,1,-2.9,-1.0,-1.2,-0.6,4,0.1,-1,-1.2,-6
CC(=O)Nc1ccc(S(=O)(=O)NC2(C(F)(F)F)NC(=O)N(c3ccc(Cl)cc3)C2=O)cc1 (stereo not given),-1.5,1,2.5,-0.9,1.0,-1.4,-5,-0.3,-3,3.5,5
CCOC(=O)N1CCN(C(=O)CCc2c(C)nc3nc(C)nn3c2C)CC1,-1.0,-1,1.4,-0.6,2.6,0.2,0,-0.7,1,-0.4,0
C/C=C/c1ccc(OCC(=O)NNC(=O)CN(C)S(=O)(=O)c2ccc(C)cc2)c(OC)c1,-0.8,2,-2.8,-1.1,-0.2,-0.6,-30,0.6,6,2.6,1
Cc1cc(NC(=O)CSc2nnc(-c3ccccc3Cl)o2)no1,-0.2,6,2.2,-0.2,-1.4,-0.1,-7,-0.2,0,2.9,3
CCOc1ccccc1N(C)C(=O)C1CCN(S(=O)(=O)c2cccc3nonc23)CC1,-1.6,-12,-1.1,-1.5,-0.7,-0.7,0,-0.1,0,-2.9,-5
Cc1c(NC(=O)c2ccc(F)cc2)c(=O)n(-c2ccccc2)n1C,-0.8,3,1.2,-0.7,-1.6,0.0,2,-0.7,-2,0.0,0
CCOc1ccc(CN2CCN(S(=O)(=O)c3ccc(NC(C)=O)cc3)CC2)cc1OC,-1.0,-2,-1.2,-2.0,-0.9,-1.0,-5,0.3,-1,-1.3,3
Cc1cc(C=C2C(=O)c3ccccc3C2=O)c(C)n1-c1ccc(Cl)cc1,-0.5,4,0.5,0.7,0.6,-0.6,6,0.2,3,5.0,-3
CN[C@H]1C[C@H]2c3[nH]c4ccc(-c5cccc(C)c5)cc4c3CCN2C[C@H]1[C@H](C)O,-0.9,1,-1.5,0.2,0.8,-0.2,-11,-1.4,-5,-2.0,-4
CCCC1CCC2(CCC(=O)N2CCOC)CC1 (stereo not given),-0.7,3,.,-1.2,.,1.7,5,0.0,-4,-0.6,-11

# Screening data as filed in PubChem.
